From PubChem
TDP1 inh: blocks human tyrosyl-DNA phosphodiesterase 1; recombinant TDP1, AlphaScreen DNA substrate cleavage; AID 485290; 0.28% of 350,000 active; Potency, µM (highest dose often 130 µM), for inactives: at the highest dose activity change, negative = inhibition, most hits filed as inhibitors; Q9NUW8; further: nearly all actives have a fitted effect of over 40% in size
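Recombinant E. coli-expressed Tdp1 (1 nM) preincubated with compound 15 min at RT, then 5'-biotin/3'-phosphotyrosine-FITC DNA substrate (15 nM) added for 5 min. AlphaScreen beads (10 ug/ml) added, 10 min RT; tyrosine-FITC cleavage read as signal loss.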
TDP1 cell noCPT: qHTS for Inhibitors of human tyrosyl-DNA phosphodiesterase 1 (TDP1): qHTS in cells in absence of CPT; 15% of 420,000 active; Potency, µM (series often up to 46.2 µM), for the others: top-dose activity change, negative = growth inhibition, hits mostly inhibitors; DT40 Tdp1-/- hTDP1 cells, no CPT, ATP luminescence, 48 h; further: nearly all actives have a fitted effect of over 55% in size
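Camptothecin absent (DMSO only). Human TDP1-complemented DT40 knockout cells, 400 cells/well, 37 °C for minimum 48 hr; ATP measured via CellTiter-Glo, 30 min dark incubation, luminescence.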
GCN5L2 inh: GCN5L2 (KAT2A) acetyltransferase inhibition. Q92830. GCN5L2 HAT assay, ThioGlo1 CoA-SH fluorescence. Potency, µM (titrated, usually from 58.9 µM), for inactives: at the highest dose activity change, negative = inhibition, most hits filed as inhibitors. 0.21% of 390,000 active
Target sequence (Q92830 whole entry, looked up): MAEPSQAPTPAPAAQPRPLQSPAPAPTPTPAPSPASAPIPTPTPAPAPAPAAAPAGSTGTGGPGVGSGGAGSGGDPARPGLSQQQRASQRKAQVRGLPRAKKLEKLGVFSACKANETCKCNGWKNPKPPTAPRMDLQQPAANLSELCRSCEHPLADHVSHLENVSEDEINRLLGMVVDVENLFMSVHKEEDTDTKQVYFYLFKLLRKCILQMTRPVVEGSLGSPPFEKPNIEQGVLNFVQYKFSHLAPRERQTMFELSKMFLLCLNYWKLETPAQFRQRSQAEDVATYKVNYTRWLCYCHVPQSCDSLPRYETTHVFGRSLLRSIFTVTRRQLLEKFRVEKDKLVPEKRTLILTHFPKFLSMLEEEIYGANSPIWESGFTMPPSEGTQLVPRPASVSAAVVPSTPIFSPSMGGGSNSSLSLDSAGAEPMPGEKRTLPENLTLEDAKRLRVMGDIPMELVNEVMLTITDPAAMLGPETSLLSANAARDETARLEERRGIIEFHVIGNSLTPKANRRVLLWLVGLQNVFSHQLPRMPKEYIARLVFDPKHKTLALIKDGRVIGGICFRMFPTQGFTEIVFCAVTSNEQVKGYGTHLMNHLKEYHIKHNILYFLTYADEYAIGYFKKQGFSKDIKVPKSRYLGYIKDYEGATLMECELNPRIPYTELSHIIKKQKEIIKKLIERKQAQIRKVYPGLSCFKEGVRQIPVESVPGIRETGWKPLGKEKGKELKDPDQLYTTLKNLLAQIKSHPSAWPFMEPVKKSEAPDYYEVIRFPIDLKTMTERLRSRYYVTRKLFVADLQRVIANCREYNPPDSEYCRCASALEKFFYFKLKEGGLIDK
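Preincubate 20nM GCN5L2 with compound 15 min, RT → add 50uM ThioGlo1 + 75uM H3(1-25) + 70uM acetyl-CoA → read fluorescence 0 and 20 min. Primary qHTS; fluorescent artifacts likely.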
* hit, by the source's call; ? = inconclusive; nt = not tested or not shown; & = joins results of further samples; [ ] = another dose, or the depositor's remark. The call rests on the fitted dose curve; in most records, active means well fitted curve in the direction sought with a large enough effect; inconclusive means small, poorly fitted or top-dose-only effect, or another doubt; inactive means no such curve, though single readings can be large; an effect the other way counts as inactive or inconclusive. On the % scale 0 is the no-effect control and ±100 the full control effect; potency means the concentration at half of the fitted maximal effect.

Results follow in this order: TDP1 inh, TDP1 cell noCPT, GCN5L2 inh
> CC1CCC(C(C)C)C(OC(=O)C2=C3c4ccccc4S(=O)(=O)N3CC2)C1 (stereo unspecified)
→ -2%, ?, -4%
> CS(=O)(=O)N(CC(=O)NCCSCc1cccc(Cl)c1)c1ccc(F)cc1
→ nt, -17%, -4%
> O=C(NCc1cccc(C(F)(F)F)c1)c1cccc2c1C(=O)c1ccc(N3CCC(Cc4ccccc4)CC3)cc1S2(=O)=O
→ 0%, 7.3µM*, -3%
> Cc1ccc(-n2c3nc(=O)[nH]c(=O)c-3cc3c(C)nn(-c4ccccc4)c32)cc1Cl
→ 0%, -26%, 1%
> COc1cccc(C(=O)O/N=C(\N)CS(=O)(=O)c2ccccc2)c1
→ 5%, 16%, -1%
> Cc1cccn2c(=O)c(/C=C(\C#N)C(N)=O)c(N3CCN(Cc4ccc5c(c4)OCO5)CC3)nc12
→ 8%, ?, -1%
> CCN(CC)C(=O)CSc1ncnc2c1cnn2Cc1ccccc1
→ 4%, 12µM*, -1%
> Cc1cccc(-c2noc(-c3ccccc3NC(=O)C3CC(=O)N(c4ccccc4C)C3)n2)c1 (stereo unspecified)
→ 6%, 15µM*, 1%
> CCCOc1ccc(OCCn2nc(C(=O)O)c3ccccc3c2=O)cc1
→ 0%, 13%, -1%
> Cc1ccc(N2C(=O)CCC2(C#N)c2ccccc2)cc1 (stereo unspecified)
→ nt, -25%, 0%
> Cc1ccc(COCC(CC(C)C)N2CCN(C(=O)c3cccc(C(F)(F)F)c3)CCC2=O)cc1 (stereo unspecified)
→ 3%, ?, -4%
> COc1cc(/C=N/NC(=O)c2ccc(CSc3nc4ccccc4[nH]3)cc2)cc(OC)c1OC
→ 3%, 13µM*, -8%
> Cc1cc(N/N=C/c2ccc([N+](=O)[O-])o2)nc2ccccc12
→ -2%, 18µM*, -8%
> O=C(C1CC(c2cccc(Br)c2)=NO1)N1CCc2ccccc2C1 (stereo unspecified)
→ -1%, -14%, -10%
> CCn1c(=O)cc(OCC(=O)Nc2cccc(C)n2)c2ccccc21
→ -2%, -22%, 3%
> COc1ccc(C2Nc3ccccc3C(=O)N2NS(C)(=O)=O)cc1OC (stereo unspecified)
→ -5%, 12%, 0%
> CC(=O)NC(Cc1cccc(F)c1)C(=O)NC1CCN(c2ncccc2[N+](=O)[O-])CC1 (stereo unspecified)
→ 0%, -16%, 6%
> Cc1cc(C)n2c(Nc3ccc(C(C)C)cc3)c(-c3ccsc3)nc2n1
→ 8%, ?, -12%
> CCN1CCN(c2ccc(S(=O)(=O)N3CCCCC3)cc2NC(=O)c2ccc(F)cc2)CC1
→ 4%, 21µM*, -6%
> Cc1ccc(CC(=O)Nc2ccc(S(=O)(=O)N3CCOCC3)cc2)cc1
→ nt, -15%, -10%
> O=C(Nc1ccc(-c2nc3ccccc3o2)cc1)c1cc(-n2cnnc2)ccc1Cl
→ 8%[56.1 µM], ?, -7%
> O=C(COc1ccccc1)N1CCN=C1SCc1cccc(F)c1
→ 0%, ?, -19%
> CC(C)Oc1cccc(C(=O)N2CCCC2)c1
→ 7%, -15%, 14%
> Cc1ccc(CN(c2ccc(C(=O)Nc3cccnc3)cc2)S(C)(=O)=O)cc1
→ 6%, -20%, -5%
> CCOC(=O)c1ccc(NC(=O)CSc2nc3sc(C(=O)O)c(C)c3c(=O)[nH]2)cc1
→ -1%, -8%, -2%
> CCOC1(C)OCC(=O)[C@]2(CCC3C4CCC5=CC(=O)C=CC5(C)C4C(=O)CC32C)O1 (stereo partly specified)
→ 3%, ?, -4%
> CC12C=CC3(O1)C(C(=O)N1CCCOC13)C2C(=O)O (stereo unspecified)
→ -5%, -1%, 1%
> COc1ccc(S(=O)(=O)N(CC(=O)N2CCN(C)CC2)c2ccccc2)cc1OC
→ 8%, -13%, -4%
> CCc1cccc(C)c1NC(=O)CC1Oc2ccc(C)cc2NC1=O (stereo unspecified)
→ 0%, 4%&-3%, -1%&-2%
> CCOC(=O)c1sc(NC(=O)c2cc3c(C)nn(-c4ccccc4)c3s2)nc1C
→ -4%, nt, -6%

Rewritten with each value named: four of the compounds above
CC12C=CC3(O1)C(C(=O)N1CCCOC13)C2C(=O)O (stereo unspecified)
  TDP1 inh = -5%
  TDP1 cell noCPT = -1%
  GCN5L2 inh = 1%

COc1ccc(S(=O)(=O)N(CC(=O)N2CCN(C)CC2)c2ccccc2)cc1OC
  TDP1 inh = 8%
  TDP1 cell noCPT = -13%
  GCN5L2 inh = -4%

CCc1cccc(C)c1NC(=O)CC1Oc2ccc(C)cc2NC1=O (stereo unspecified)
  TDP1 inh = 0%
  TDP1 cell noCPT = 4%&-3%
  GCN5L2 inh = -1%&-2%

CCOC(=O)c1sc(NC(=O)c2cc3c(C)nn(-c4ccccc4)c3s2)nc1C
  TDP1 inh = -4%
  TDP1 cell noCPT = nt
  GCN5L2 inh = -6%

Additional results follow.
Results follow in this order: TDP1 inh, TDP1 cell noCPT, GCN5L2 inh
> COc1ccc(-c2cc(C(=O)NCc3ccco3)c3ccccc3n2)cc1
→ nt, ?, -12%
> COc1ccc(-c2c(C#Cc3ccsc3)c3cc(-c4ccc5[nH]ccc5c4)ccc3n2C)cc1
→ -3%, ?, -2%
> Cc1nc2scc(C)n2c(=O)c1S(=O)(=O)NCC1CCN(Cc2ccc(F)cc2)CC1
→ 1%, 14%, -14%
> Cc1cc(C)cc(N(CC(=O)N2CCCCCC2)S(C)(=O)=O)c1
→ nt, -4%, -2%
> CCN(CC)S(=O)(=O)c1cccc(NC(=O)/C=C/c2cccc([N+](=O)[O-])c2)c1
→ 4%, 29µM*, 7%
> O=C(OCc1ccc([N+](=O)[O-])cc1)c1cc(=O)c2ccccc2o1
→ 9%, -18%, -15%
> Cc1cc(NCCCN2CCOCC2)n2nc(C)c(-c3ccc(F)cc3)c2n1
→ 3%, 16µM*, -13%
> O=C(O)c1cc(C2CC2)nc2ccccc12
→ 7%&-7%, -11%, -2%
> COc1ccc(C2NC(=O)c3c(sc4c3CCN(C)C4)N2)cc1O (stereo unspecified)
→ nt, 7%, -3%
> S=C(NCCc1ccccc1)Nc1ccccc1
→ 8%, ?, 0%
> CC(C)CNC(=O)C(=O)Nc1cc2c3c(c1)C(C)C(=O)N3CCC2 (stereo unspecified)
→ 3%, 2%, -5%
> CC(C)C(=O)Nc1c2c(nc3c1CCC3)CCCC2
→ 8%, -7%, -3%
> COc1ccc(C)cc1S(=O)(=O)N(CC(N)=O)Cc1ccccc1
→ -3%, -12%, -10%
> CC(=O)c1ccc(NS(=O)(=O)c2ccc3[nH]c4c(c3c2)CCCC4)cc1
→ 10%, -26%, -10%
> Cc1csc2c(=O)sc(NC(=O)c3ccc(F)cc3)nc12
→ nt, -21%, -1%
> CC(=O)Nc1ccc(S(=O)(=O)N=S(C)(C)=O)cc1
→ 1%, -7%, 0%
> COc1cccc(C(=O)OCC(=O)c2c[nH]c3ccccc23)c1O
→ 5%, -8%, -4%
> O=C(O)c1c(-c2ccccc2)oc2ccc(OCc3c(F)cccc3Cl)cc12
→ 0%[2.28 µM], -10%, -6%
> Cc1ccc2nc(-c3ccccc3)cc(C(=O)NCC(c3ccco3)N(C)C)c2c1 (stereo unspecified)
→ -1%, ?, 2%
> CCOc1ccc(CCNC(=O)c2ccc3c(Cl)c4c(nc3c2)CCCC4)cc1
→ 5%, 23µM*, -5%

More entries
Structure	TDP1 inh	TDP1 cell noCPT	GCN5L2 inh
O=C(CCCC(=O)c1ccccc1)NCCc1ccccc1	nt	1%	?
Cc1cc(=O)oc2cc(OCC(=O)Nc3c(C)n(C)n(-c4ccccc4)c3=O)c(Cl)cc12	-7%	-10%	-1%
Cc1cc(Nc2ccc3c(c2)OCCO3)n2nc(C)nc2n1	7%	-3%	-6%
COc1cc2[nH]c(C(=O)N3CCN(c4ccc(F)cc4)CC3)cc2c(OC)c1OC	nt	-12%	-6%
O=C(Nc1ccccc1N1CCOCC1)c1ccc(Cl)c(S(=O)(=O)N2CCCC2)c1	0%	?	-14%
COc1ccc(CCNC(=O)C(=O)NCC(c2cccs2)S(=O)(=O)c2ccc(C)cc2)cc1 (stereo unspecified)	3%	9.2µM*	0%
CN(C)S(=O)(=O)c1cc(NC(=O)CN2CCN(c3ccccc3)CC2)ccc1Cl	5%	?	-3%
Cc1cc(Nc2ccccc2)nn1C(=O)c1ccc([N+](=O)[O-])cc1	8%	-5%	-9%
CCOc1ccccc1NC(=S)N1CCC(NC(=O)c2ccco2)CC1	6%	-6%	28%
Cc1ccccc1OCC(=O)NNC(=O)C1CC(=O)N(c2ccc3c(c2)OCCO3)C1 (stereo unspecified)	2%	-9%	-10%
CC(Oc1ccccc1F)C(=O)NNC(=O)CCNC(=O)c1ccccc1Cl (stereo unspecified)	2%	-5%	-2%
O=C1CC(=O)Nc2cc(S(=O)(=O)N3CCN(c4cccc(C(F)(F)F)c4)CC3)ccc2N1	0%	9%	-17%
COc1cc(OC)c(C2=NOC(C(=O)O)C2)cc1Cl (stereo unspecified)	4%	-2%	-8%
CS(=O)(=O)N(Cc1ccccc1)c1ccc(C(=O)Nc2ccccc2Sc2ccccc2)cc1	3%	12%	-2%
O=C(CSc1ccccc1)Nc1cccnc1	-2%	-2%	1%
Cc1ccc(C(=O)NCC(=O)NC23CC4CC(CC(C4)C2)C3)cc1	4%	3%	-5%
CC(C)Oc1ccc(C2CC(=O)N(c3cccc(Br)c3)C2=O)cc1 (stereo unspecified)	nt	-20%	-2%
CC(C)(C)N(Cc1ccccc1)C(=O)COC(=O)CNC(=O)c1ccco1	1%	?	1%
CCOc1ccccc1CNC(=O)Cn1cc2c(n1)-c1c(oc(C(=O)N3CCCC3)c1C)CC2	8%	13µM*	-3%
O=C(Nc1ccc(Br)cc1F)C1CCCO1 (stereo unspecified)	5%[56.1 µM]	8%	1%
CN1CCN(c2ccc(S(=O)(=O)N3CCOCC3)cc2NC(=O)CSCc2ccccc2)CC1	0%	5%	-2%
Cc1ccc(NC(=O)c2oc3ccc(S(=O)(=O)N4CCC5(CC4)OCCO5)cc3c2C)c(C)c1	5%	6.5µM*	-1%
Cc1ccc(OCCCN2CCOCC2)cc1	nt	-2%	-3%
CCCc1cc(C(=O)Nc2cccc(Cl)c2)no1	-5%	8%	1%
CCn1c(=O)c(C(=O)NCc2ccc(OC)c(OC)c2)c(O)c2ccccc21	6%	?	-3%
N#C/C(C(=O)N1CCOCC1)=C1/SC(Cc2ccccc2)C(=O)N1c1ccccc1 (stereo unspecified)	5%	-3%	3%
CS(=O)(=O)c1ccc(Cl)c(NC(=O)CN2CCCC2c2ccc3c(c2)OCCCO3)c1 (stereo unspecified)	4%	?	-7%
O=C1CC2(CCN(S(=O)(=O)c3ccccc3F)CC2)Oc2ccccc21	nt	?	-18%
COc1ccc(C(=O)NC2CCSc3ccccc32)cc1F (stereo unspecified)	-8%	?	-2%
Cc1cc(NC(=O)CCC(=O)N(Cc2ccco2)C(C(=O)NC2CCCC2)c2ccccc2)no1 (stereo unspecified)	1%	-21%	-2%
CCOCC(=O)Nc1nc2c(s1)C(=O)CC(C)(C)C2	-11%	-13%	-3%
Cc1ccnc(SCC(=O)c2cccs2)n1	7%	1%	-2%
COc1cccc(N2C(=O)N(CC(=O)NCc3cccc(OC)c3OC)c3ccccc3S2(=O)=O)c1	-1%	-17%	-3%
Cc1ccc(-c2nc3cccnc3s2)cc1NS(=O)(=O)c1cccs1	nt	?	-5%
CN(C)c1nc(-c2ccccc2)c2cc(Cl)ccc2n1	-4%	?	0%
O=C(O)C(=O)/C(=C\c1ccsc1)c1ccc2ccccc2n1	nt	14%	-6%
CCOc1[nH]n(-c2ccc(Cl)cc2)c(=O)c1C=NCC(=O)OC	4%	-13%	-1%
O=C(NCCNCc1cccs1)c1ccccc1F	-6%	6%	-7%
C#CCNC(=O)C1=C[C@@H](C(C)(C)C)C[C@@H](OCc2ccc(CO)cc2)O1	1%	?	-3%
O=C(Nc1cccc(-c2nnc(-c3ccccc3)o2)c1)C1CCCCC1	-1%[56.1 µM]	18µM*	2%
CCOC(=O)c1ccccc1NS(=O)(=O)c1ccc(S(=O)(=O)N2CCCC2)cc1	-8%	?	-6%
Cc1cccc(N2CCN(c3nc(C)cc(C)c3C#N)CC2C)c1 (stereo unspecified)	3%	?	-25%

Only part of the results is shown. The share of hits here may be higher or lower than overall.
